# KDM4E inh – qHTS Assay for Inhibitors of Human Jumonji Domain Containing 2E (JMJD2E). Lysine-specific demethylase 4E (Homo sapiens), B2RXH2. JMJD2E catalytic domain, FDH-coupled NADH fluorescence (FDH is formaldehyde dehydrogenase). Potency, µM (doses to about 57.1 µM), for the others: top-dose activity change, negative = inhibition, hits mostly inhibitors. 230,000 compounds, 1.6% hits. AID 2147, 2009; active means well fitted inhibition curve with a large enough effect, not every such curve was filed as active; inconclusive means small, poorly fitted or top-dose-only effect, or another doubt; inactive means no such curve, though single readings can be large or run the other way;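 further: 0% = wells with enzyme and -100% = buffer wells without enzyme; nearly all actives have a fitted effect of over 50% in size; many of its hits are not listed in these tables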
# TR SRC2 fluor cs – Total Fluorescence Counterscreen for Inhibitors of the Interaction of Thyroid Hormone Receptor and Steroid Receptor Coregulator 2 | AID 1479, 2009 | Potency, µM (doses to about 106 µM), for the others: at the highest dose fluorescence change, negative = quenching | TRb/SRC2 Texas Red total fluorescence interference | 280,000 compounds, 0.29% hits; active means well fitted curve in either direction with a large enough effect; inconclusive means small, poorly fitted or top-dose-only effect
#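 Flags fluorescent or light-absorbing compounds by total fluorescence, S + 2P, at 555 nm excitation and 632 nm emission. Mixture: 20 nM Texas Red SRC2 peptide, 0.6 uM human TRb LBD, 1 uM T3, 5% DMSO; compound exposure 5 h at ambient temperature.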
# RECQ1 inh – qHTS Assay for Inhibitors of RecQ-Like Dna Helicase 1 (RECQ1); RECQ1 DNA unwinding, red fluorescence kinetic read; ATP-dependent DNA helicase Q1 (Homo sapiens), P46063; 240,000 compounds, 0.54% hits; Potency, µM (highest dose often 57.3 µM), inactives show at the highest dose activity, negative = inhibition, hits mostly inhibitors;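 further: plate controls were vehicle for no effect and no enzyme for full effect; nearly all actives have a fitted effect of over 30% in size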
#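 RECQ1T1 50 nM; forked duplex (20 bp + 30-nt ss tails) 200 nM, ATP 2 mM final; pH 8.0, 2 mM MgCl2, 2.5 ug/ml poly(dI-dC); 15 min compound preincubation; discontinuous kinetic read over 2 h at RT.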
# Tau fibril FP – qHTS for Inhibitors of Tau Fibril Formation, Fluorescence Polarization; Microtubule-associated protein tau (Homo sapiens), P10636; K18 P301L tau heparin fibrillization, Alexa594 FP, 6 h; Potency, µM (series often up to 57.7 µM), without a hit: top-dose activity, negative = inhibition, hits mostly inhibitors; 280,000 compounds, 0.39% hits; AID 1468, 2008; further: nearly all actives have a fitted effect of over 55% in size
#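 Steps: dispense K18 P301L tau (15 uM plus 0.24 uM Alexa 594 tracer, final) in pH 7 sodium acetate; add compound; add heparin (20 uM final); incubate 6 hr, 37 C; add ThT (30 uM final); after 1 hr ambient, read FP.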
# RGS12 GoLoco inh – qHTS Assay for Inhibitors of RGS12 GoLoco Motif Activity (Red Fluorophore) | 230,000 compounds, 0.44% hits | Gai1:RGS12 GoLoco peptide FP, rhodamine, 10 min | Potency, µM (doses to about 61.6 µM), inactives show at the top dose activity, negative = inhibition, actives largely listed as inhibitors | Guanine nucleotide-binding protein G(i) subunit alpha-1 (Homo sapiens), P63096; active means well fitted inhibition curve with a large enough effect, not every such curve was filed as active; inactive means no such curve, though single readings can be large or run the other way; further: nearly all actives have a fitted effect of over 30% in size; many of its hits are not listed in these tables
# Target sequence (P63096 whole entry, looked up): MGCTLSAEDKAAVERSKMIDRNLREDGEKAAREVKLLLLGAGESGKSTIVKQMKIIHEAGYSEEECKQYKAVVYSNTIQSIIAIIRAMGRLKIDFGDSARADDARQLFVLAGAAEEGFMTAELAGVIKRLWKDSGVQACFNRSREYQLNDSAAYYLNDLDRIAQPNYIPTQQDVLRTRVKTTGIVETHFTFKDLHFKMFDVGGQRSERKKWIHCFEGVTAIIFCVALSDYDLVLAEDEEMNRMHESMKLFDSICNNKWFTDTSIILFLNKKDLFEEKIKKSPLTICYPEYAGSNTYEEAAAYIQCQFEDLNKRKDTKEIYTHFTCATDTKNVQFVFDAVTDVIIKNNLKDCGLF
# TRb-SRC2 inh – qHTS for Inhibitors of the Interaction of Thyroid Hormone Receptor and Steroid Receptor Coregulator 2; Thyroid hormone receptor beta (Homo sapiens), P10828; TRbeta-SRC2 peptide binding, fluorescence polarization; receptor liganded with 1 µM T3; Potency, µM (highest dose often 106 µM), inactives show top-dose activity change, negative = inhibition, most hits filed as inhibitors; 280,000 compounds, 0.065% hits;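 further: plate controls were bound peptide for no effect and peptide without receptor for full effect; nearly all actives have a fitted effect of over 50% in size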
# Target sequence (P10828 whole entry, looked up): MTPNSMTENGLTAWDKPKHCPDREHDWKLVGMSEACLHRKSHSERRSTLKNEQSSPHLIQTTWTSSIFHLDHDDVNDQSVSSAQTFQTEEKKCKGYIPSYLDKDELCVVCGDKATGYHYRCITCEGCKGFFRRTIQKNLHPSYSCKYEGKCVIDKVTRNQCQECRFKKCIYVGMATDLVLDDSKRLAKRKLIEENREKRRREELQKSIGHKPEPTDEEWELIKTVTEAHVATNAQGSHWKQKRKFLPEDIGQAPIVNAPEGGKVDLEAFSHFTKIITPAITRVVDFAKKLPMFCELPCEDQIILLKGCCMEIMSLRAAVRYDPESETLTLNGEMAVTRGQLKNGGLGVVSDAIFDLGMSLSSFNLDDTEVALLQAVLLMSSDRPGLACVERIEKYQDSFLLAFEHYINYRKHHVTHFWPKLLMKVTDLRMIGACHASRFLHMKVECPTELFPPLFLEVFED
#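 A fluorescence polarization screen tested compounds at multiple concentrations against complex formation between 0.6 uM TRb ligand-binding domain and 20 nM Texas Red SRC2 peptide, with 1 uM T3 present; readout after 5 hr.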
# Tau fibril ThT – qHTS for Inhibitors of Tau Fibril Formation, Thioflavin T Binding. 270,000 compounds, 2.1% hits. recombinant tau K18 P301L (four-repeat tau fragment), heparin-induced fibrillization, ThT fluorescence. Potency, µM (series often up to 57.4 µM), without a hit: top-dose activity, negative = inhibition, actives largely listed as inhibitors. AID 1460, 2008; further: nearly all actives have a fitted effect of over 55% in size
#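 In this qHTS, human K18 P301L tau is incubated with compound and heparin for 6 hr at 37 C, and Thioflavin T fluorescence then reports fibril load.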
# L3MBTL1 block – qHTS Assay for the Inhibitors of L3MBTL1. Lethal(3)malignant brain tumor-like protein 1 (Homo sapiens), Q9Y468. AlphaScreen L3MBTL1–H3K9me1 peptide binding. Potency, µM (series often up to 57.1 µM), inactives show top-dose activity, negative = inhibition, usual class: inhibitors. 230,000 compounds, 0.66% hits; further: nearly all actives have a fitted effect of over 60% in size
#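 L3MBTL1 (50 nM) pre-complexed 30 min with biotinylated H3(1-15)K9me1 peptide (75 nM), then compounds added for 30 min at room temperature; AlphaScreen streptavidin donor/nickel chelate acceptor beads (10 ug/mL final) read after 30 min dark incubation.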
# An asterisk follows results filed as active; i = inactive; ? = inconclusive; / = no result given; & = joins results of further samples; [ ] = remark or other dose. Unless noted, the call rests on the fitted dose curve; in most records, active means well fitted curve in the direction sought with a large enough effect; inconclusive means small, poorly fitted or top-dose-only effect, or another doubt; inactive means no such curve, though single readings can be large; an effect the other way counts as inactive or inconclusive. Unless noted, on the % scale 0 is the no-effect control and ±100 the full control effect; potency means the concentration at half of the fitted maximal effect. These rows are one share of the data. The share of hits here may be higher or lower than overall.
# Labels used below – A = KDM4E inh; B = TR SRC2 fluor cs; C = RECQ1 inh; D = Tau fibril FP; E = RGS12 GoLoco inh; F = TRb-SRC2 inh; G = Tau fibril ThT; H = L3MBTL1 block
Cc1cccc(C(=O)Nc2nnc(COc3ccccc3)s2)c1
  A = 3%; B = -3%; C = i; D = -8%; E = 12%; F = -2%; G = -7%; H = 4%
CC(=O)Nc1ccc(S(=O)(=O)N2CCN(Cc3nc4sc(C)c(C)c4c(=O)[nH]3)CC2)cc1
  A = -6%; B = -1%; C = -11%; D = -10%; E = -2%; F = -8%; G = /; H = /
Cc1ccc(S(=O)(=O)N(C)CCCC(=O)Nc2ccc(F)cc2)cc1
  A = 9%; B = 0%; C = -8%; D = -5%; E = 8%; F = -1%; G = -2%; H = /
Cc1ccc(NC(=O)C2CCCCC2C(=O)O)cc1C (stereo not given)
  A = 5%; B = -5%; C = -2%; D = 5%; E = 1%; F = 2%; G = -3%; H = 2%
COc1ccccc1OCCn1c(=O)n(C)c2ccccc21
  A = -4%; B = -1%; C = 25%; D = 4%; E = 8%; F = 1%; G = -1%; H = 1%
O=C(Nc1cccc(S(=O)(=O)N2CCOCC2)c1)C1CCCN(C(=O)c2ccc(Cl)cc2)C1 (stereo not given)
  A = 3%; B = -2%; C = 2%; D = -6%; E = 5%; F = 1%; G = -8%; H = /
O=C(CC1NCCNC1=O)Nc1cccc([N+](=O)[O-])c1 (stereo not given)
  A = -14%; B = -3%; C = 16%; D = 3%; E = -5%; F = 1%; G = -4%; H = -3%
CC(C)C[C@@H](CC(=O)N[C@@H](CCC(=O)O)CC(=O)O)NC(=O)[C@@H]1CCCC[C@H]1NC(=O)C[C@@H](NC(=O)C[C@H](Cc1ccccc1)NC(=O)[C@@H]1CCCC[C@H]1N)C(C)C
  A = 1%; B = -3%; C = -3%; D = -7%; E = -7%; F = 10%; G = -1%; H = /
O=C(O)c1ccc2c(c1)C(=O)N(c1cccc(S(=O)(=O)Nc3cccc(C(F)(F)F)c3)c1)C2=O
  A = 12%; B = -8%; C = -2%; D = -3%; E = 6%; F = 0%; G = 1%; H = -6%
COc1ccc(OC)c(/C=C/C(=O)OCC(=O)Nc2cccc(C(C)=O)c2)c1
  A = ?; B = -2%[53 µM]; C = -2%; D = -9%; E = -1%; F = 5%[53 µM]; G = -8%; H = 26%
C=CCN1C(=O)C(Cc2ccc(F)cc2)S/C1=N/N=C/c1ccco1 (stereo not given)
  A = -1%; B = -5%; C = 4%; D = 2%; E = 1%; F = -3%; G = 14%; H = -12%
COc1ccccc1N1CCN(C(=O)C2CCN(S(=O)(=O)c3ccccc3)CC2)CC1
  A = 8%; B = -3%; C = -2%; D = -4%; E = 3%; F = -6%; G = -13%; H = -9%
Cc1ccc(NC(=O)C(c2ccccc2)N(C)C)cc1Cl (stereo not given)
  A = -6%; B = 2%; C = -12%; D = 0%; E = 4%; F = 3%; G = -2%; H = 2%
Cc1ccccc1-n1c(SCC(=O)NC(N)=O)nc2sc(-c3ccccc3)cc2c1=O
  A = -1%; B = -2%; C = 4%; D = 0%; E = 34%[activator]; F = -1%; G = 14%; H = -5%
Cc1oc(-c2ccc(C(=O)NCc3ccc(F)cc3)cc2)nc1CS(=O)c1ccccc1 (stereo not given)
  A = /; B = -1%; C = /; D = -9%; E = /; F = 3%; G = -4%; H = /
O=C(COC(=O)c1cccs1)NCCN1C(=O)CSC1=O
  A = 1%; B = -5%; C = -6%; D = -3%; E = 3%; F = -3%; G = -11%; H = /
CC(=O)N1CCN(c2ccc(NC(=O)c3ccc(OCc4ccccc4)cc3)cc2)CC1
  A = ?; B = 0%; C = i; D = 4%; E = 5%; F = -6%; G = ?; H = -1%
N#Cc1c2n(c3c(=O)n(Cc4ccc(Cl)cc4)cnc13)CCCCC2
  A = 1%; B = -4%; C = ?; D = 6%; E = -9%; F = -6%; G = -25%; H = /
NC(=O)CC(NC(=O)Cc1ccc(Cl)cc1)c1ccc(NCCc2ccccc2F)c([N+](=O)[O-])c1 (stereo not given)
  A = 13%; B = -1%; C = i; D = -9%; E = 4%; F = 4%; G = ?; H = /
COC(=O)c1ccc(-c2ccc(C(c3c(C)[nH][nH]c3=O)c3c(C)[nH][nH]c3=O)o2)cc1
  A = ?; B = -5%; C = -11%; D = ?; E = 24%; F = -24%; G = 5µM*; H = /
COc1cccc(C2c3c(oc4ccc(C)cc4c3=O)C(=O)N2CCCN2CCOCC2)c1OC (stereo not given)
  A = /; B = 1%; C = /; D = -6%; E = /; F = 0%; G = -7%; H = /
CCCN1CCCc2cc(CN(CCCN3CCOCC3)C(=O)Nc3ccc(OCC)cc3)ccc21
  A = ?; B = -8%&0%; C = -4%; D = -9%&-9%; E = 2%; F = -4%&-11%; G = ?; H = /
COc1cc(C)c(NC(=S)Nc2ccc(C)c(Cl)c2)cc1OC
  A = -5%; B = -2%; C = i; D = 1%; E = 4%; F = 4%; G = -2%; H = -1%
Cn1c(SCC(=O)N2CCCC2)nc2cccnc21
  A = -4%; B = 1%; C = i; D = -3%[2.34 µM]; E = 12%; F = 6%; G = -4%; H = -2%
CCc1ccccc1NC1=NCC(=O)N1Cc1ccccc1
  A = -11%; B = 0%; C = -16%; D = -4%; E = 13%; F = 9%; G = -10%; H = -25%
CC1=C(C(=O)Nc2ccccc2C)C(c2cccs2)NC(=S)N1 (stereo not given)
  A = -10%; B = 1%; C = -1%; D = 2%; E = 4%; F = 1%; G = 2%; H = -10%
Cc1[nH]c(=O)cc2ccccc12
  A = 2%; B = 0%; C = -1%; D = 2%; E = 8.9µM*; F = 9%; G = -4%; H = -3%
O=C(NCCOc1ccc(F)cc1)c1ccccc1SCc1ccccc1
  A = 1%; B = 1%; C = -18%; D = 21%; E = -5%; F = 4%; G = -11%; H = 29%

# By substructure: those above containing a Cl atom.
# Labels used below – A = KDM4E inh; B = TR SRC2 fluor cs; C = RECQ1 inh; D = Tau fibril FP; E = RGS12 GoLoco inh; F = TRb-SRC2 inh; G = Tau fibril ThT; H = L3MBTL1 block
O=C(Nc1cccc(S(=O)(=O)N2CCOCC2)c1)C1CCCN(C(=O)c2ccc(Cl)cc2)C1 (stereo not given)
  A = 3%; B = -2%; C = 2%; D = -6%; E = 5%; F = 1%; G = -8%; H = /
Cc1ccc(NC(=O)C(c2ccccc2)N(C)C)cc1Cl (stereo not given)
  A = -6%; B = 2%; C = -12%; D = 0%; E = 4%; F = 3%; G = -2%; H = 2%
N#Cc1c2n(c3c(=O)n(Cc4ccc(Cl)cc4)cnc13)CCCCC2
  A = 1%; B = -4%; C = ?; D = 6%; E = -9%; F = -6%; G = -25%; H = /
NC(=O)CC(NC(=O)Cc1ccc(Cl)cc1)c1ccc(NCCc2ccccc2F)c([N+](=O)[O-])c1 (stereo not given)
  A = 13%; B = -1%; C = i; D = -9%; E = 4%; F = 4%; G = ?; H = /
COc1cc(C)c(NC(=S)Nc2ccc(C)c(Cl)c2)cc1OC
  A = -5%; B = -2%; C = i; D = 1%; E = 4%; F = 4%; G = -2%; H = -1%
